From PubChem BioAssay
SKKanGAS inh: inhibitors of SKKanGAS S. pyogenes growth in kanamycin (SK-promoter or general growth effect); BacTiter-Glo, 6 h; inhibition, % at 7.5 µM; hit rate 1.3% among 300,000; AID 1662;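 active = mean replicate score, as percent of positive control median, at least 50; inconclusive = mean below 50 but one replicate at or above 50; inactive = mean and every replicate below 50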;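 note: strain carries kanamycin resistance gene driven by streptokinase promoter and grows in 40 µg/ml kanamycin; loss of luminescence reflects streptokinase promoter inhibition or plain growth inhibition; 0% = median of DMSO wells and 100% = positive control at its reference dose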
HSF1 activator: increases HSF-1 driven luciferase reporter signal; activation, % at 9 µM; hit rate 1.7% among 300,000; NIH3T3-HGL HSF-1 luciferase reporter, MG132, 8 h; 100% = twice DMSO control signal;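 active = mean replicate activation of at least 50% with a set share of replicates each reaching 50%; inconclusive = only one of those two conditions met; inactive = mean below 50% and too few replicates reaching it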;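 note: 0% = median of the neutral control wells and 100% = twice that signal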
AI-2 QS modul: modulators of Vibrio harveyi AI-2 quorum sensing system; hit rate 0.4% among 300,000; Vibrio harveyi JMH597 AI-2 luminescence/OD600 ratio, 9 h; active compounds read low; strain lacks LuxN and CqsS sensors; 0 = neutral-control median; AID 2094; activity change, % at 7.5 µM; in the data active = activity change below about -75%, passing the limit was not always enough; inconclusive = no clear call, values can overlap the other calls;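 note: luminescence divided by OD600 gain over 9 h not by final OD600 alone; inactives centre near 13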
IEC-6 tox: counter-screen for KLF5 inhibitors: cytotoxicity in IEC-6 cells; IEC-6 cytotoxicity, luminescence viability; inhibition, % at 5 µM; hit rate 0.78% among 290,000; in the data active = inhibition above about 22%;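 note: 0% = plate median of test compound wells and 100% = cytotoxic reference compound wells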
HSP90 inh: inhibitors of HSP90 luciferase refolding in rabbit reticulocyte lysate; luciferase refolding luminescence, 3 h; inhibition, % at 5.6 µM; hit rate 0.91% among 290,000;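 active = inhibition above the screen-wide mean plus 3 SD, computed separately per campaign, cut at about 16% in these data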;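 note: 0% = DMSO wells and 100% = 60 µM geldanamycin wells; inhibitors lower the luminescence because luciferase stays unfolded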
Platelet DG rel: platelet dense granule release activity | human platelet-rich plasma, SFLLRN dense granule ATP release, luminescence | inhibition, %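 (compounds screened at 7.5 µM in platelet-rich plasma)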 | hit rate 0.22% among 300,000 | AID 1663;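 active = mean replicate score, as percent of positive control, at or above 50; inconclusive = mean below 50 but at least one replicate at or above 50; inactive = mean and every replicate below 50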
HSF1 inh: HSF1 inhibition | activity change, negative = inhibition, % at 7.5 µM (by protocol) | NIH3T3-HGL HSE-luciferase, MG132-induced, luminescence 8 h; active compounds read low | hit rate 0.77% among 300,000 | AID 2098;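 active = more than half of replicate wells show activity change below -50%, luminescence cut by over half; inconclusive = some wells, but at most half, below -50%; inactive = no replicate well below -50%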;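 note: luciferase reports HSF-1 transcriptional activity via heat shock element; 0% = median of DMSO wells and -100% = zero luminescence signal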
HIF activator: HIF pathway transcriptional activation; U2OS HRE-luciferase reporter, luminescence; normalized: DMSO 0%, desferrioxamine 100%; activation, % at 7.5 µM (by protocol); hit rate 0.32% among 300,000; AID 1910;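 active = mean activation of at least 10% of the iron chelator positive control signal, with at least half of replicates also reaching 10%; inconclusive = mean and replicate majority disagree about reaching 10%; inactive = mean and most replicates under 10%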
aSyn UTR inh: 5' untranslated region of α-synuclein, MLPCN primary screen; alpha-synuclein 5'UTR reporter, inhibitor activity; AID 1813; hit rate 0.82% among 300,000; inhibition, % (tested at 7.5 µM); in the data active = inhibition above about 60%; inconclusive = no clear call, values can overlap the other calls;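 note: H4 neuroglioblastoma cells stably carrying SNCA 5'UTR luciferase fusion; 0% = DMSO wells and 100% = positive control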
KLF5 inh: inhibitors of KLF5 expression. hit rate 0.23% among 290,000. inhibition, % at 5 µM. DLD-1 KLF5 promoter-luciferase reporter, luminescence;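 active = inhibition above a per-plate limit of that plate's mean compound inhibition plus 3 SD, cut at about 60% in these data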;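 note: 0% = DMSO wells and 100% = LY294002 at 200 µM; higher means less KLF5 promoter-driven luciferase light; inactives centre near -14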
Numbers without * were called inactive; u = inconclusive; x = no result given. An unsorted share of the library, and some 6% of all compounds hit somewhere here.

SMILES | SKKanGAS inh | HSF1 activator | AI-2 QS modul | IEC-6 tox | HSP90 inh | Platelet DG rel | HSF1 inh | HIF activator | aSyn UTR inh | KLF5 inh
Cc1csc2ncc(C(=O)NCc3ccco3)c(=O)n12 | 3 | 1 | 3 | 0 | 1 | -4 | -4 | 0.0 | -13 | 13
COc1ccc(NC(=S)NCc2ccc(F)cc2)cc1 | 1 | 16 | 4 | 4 | -1 | 1 | -5 | 1.3 | -5 | -21
O=C(Cn1nc(-c2cccc([N+](=O)[O-])c2)c2ccccc2c1=O)Nc1cccnc1 | -1 | 1 | 15 | -1 | 4 | 15 | -4 | 0.0 | 4 | -15
CCOC(=O)c1cc(NC(=O)Nc2cc(C)ccn2)c(C)nc1C | -4 | 2 | 51 | -1 | 4 | 3 | -11 | 0.0 | -14 | -9
COc1ccc(N2C(=O)c3cccc4c(N(C)CCO)ccc(c34)C2=O)cc1 | 2 | -35 | 12 | 0 | -6 | 0 | -18 | 0.3 | -32 | -45
O=C(N/C(=C\c1ccc(Br)cc1)C(=O)N1CCCC1)c1ccccc1F | 15 | 7 | 12 | -3 | -1 | -11 | -1 | -0.4 | 31 | 6
Cc1ccc(C(=O)N/C(=C\c2ccc(-c3ccc(Cl)cc3)o2)C(=O)NCCCN(C)C)cc1 | 10 | 0 | 6 | 44* | 0 | -1 | -5 | -0.3 | u | -23
Nc1cccc(C(=O)OCC(=O)NC2CCCc3ccccc32)c1 (stereo unspecified) | -6 | -7 | 22 | -1 | -4 | -3 | -2 | -0.9 | -17 | -20
CSC1=N/C(=C\c2ccccc2Cl)C(=O)N1N(C)C | 13 | 0 | 11 | -2 | -1 | -4 | -9 | 0.0 | 5 | 3
O=C(N/N=C/C=C/c1ccc2c(c1)OCO2)C(O)c1ccccc1 (stereo unspecified) | -6 | 18 | -13 | 9 | 1 | -4 | 3 | 0.4 | -19 | -32
Cc1cc(Br)cnc1NC(=S)Nc1ccc(F)cc1F | -5 | 3 | 27 | -5 | -3 | -10 | -7 | 1.0 | -15 | 15
CC1CCCN(S(=O)(=O)c2ccc(NC(=O)C3CCN(C(=O)c4ccco4)CC3)cc2)C1 (stereo unspecified) | -5 | 2 | 23 | 4 | 1 | -3 | 0 | -0.1 | 13 | -13
NC(=O)[C@@H]1CC2(CC(c3cccc(NC(=O)COc4ccc(Cl)cc4)c3)=NO2)CN1C(=O)COc1ccc(Cl)cc1 (stereo partly specified) | 45 | 9 | 13 | x | x | 5 | 9 | 0.8 | 43 | x
Cc1ccc(-n2nc(-c3ccco3)cc2C(=O)O)cc1 | -3 | 13 | 32 | -25 | 1 | 1 | -6 | -0.3 | -11 | -13
O=C(Nc1ccc2nn(-c3ccccc3)nc2c1)c1ccco1 | 7 | 54* | 4 | 3 | 4 | x | 16 | 3.4 | -255 | -162
COc1ccc(C(C(=O)NCC2CCCO2)N(C(=O)c2snc(C(N)=O)c2N)c2ccccc2C)cc1OC (stereo unspecified) | -1 | 1 | 12 | 3 | 1 | 13 | 8 | -0.2 | 4 | -18
CCN1C=C(C(=O)OC)C(c2cccc(C)c2)C(C(=O)OC)=C1 | -3 | 4 | 9 | 1 | -2 | 1 | 7 | 0.4 | 5 | -3
CCOc1ncccc1C(=O)NNC(=O)c1csc(N2CCOCC2)n1 | -2 | -7 | 13 | x | x | -13 | -2 | -0.2 | -13 | x
CCc1cccc(Nc2c([N+](=O)[O-])cc(C(=O)N3CC(=O)Nc4ccccc43)cc2[N+](=O)[O-])c1 | 18 | 27 | 36 | 1 | 1 | -3 | 0 | -0.2 | 33 | -23
CN1/C(=C/C=C(/C#N)C(N)=O)C(C)(C)c2ccccc21 | -1 | 4 | 18 | 47* | 0 | -1 | 5 | 0.8 | -146 | 69*
COc1ccc(OC)c(NC(=O)CSc2nc(N3CCOCC3)nc(N3CCOCC3)n2)c1 | -2 | 15 | 20 | -3 | -3 | 10 | 3 | -0.4 | 19 | 10
COc1ccccc1NC(=O)c1oc2ccc(C)cc2c1C | 5 | 25 | 16 | -2 | -1 | 4 | 20 | 2.1 | -203 | 9
CCOc1ccccc1NC(=O)c1ccc2c(c1)C(=O)N(CC1CCCO1)C2=O (stereo unspecified) | -12 | 0 | -7 | 3 | 3 | 14 | -8 | 0.3 | -11 | -25
CC(C)Oc1cccc(C(=O)Nc2ccc(CN3CCOCC3)cc2)c1 | 4 | -13 | 17 | -1 | 4 | -1 | 12 | 0.5 | -3 | -11
COc1ccc(Cl)cc1C(=O)Nc1ccc(CN2CCCCC2)cc1 | 2 | 8 | 15 | -3 | -2 | 11 | -4 | -0.1 | -6 | -4
CCc1cccc(NC(=O)C2CCCN(S(=O)(=O)c3cccs3)C2)c1 (stereo unspecified) | 3 | -79 | -13 | 3 | 1 | 0 | -73* | -23 | -12 | 9
CC1(C)Cc2cccc(OCC(=O)OCC(=O)Nc3cccc(S(N)(=O)=O)c3)c2O1 | -3 | -8 | 52 | 0 | -2 | 4 | -7 | -0.4 | -20 | -4
CCOC(=O)C1=C(CNCc2ccccc2Cl)NC(=O)NC1c1ccc2c(c1)OCO2 (stereo unspecified) | 7 | 3 | 9 | 3 | 3 | -16 | 12 | 0.0 | 14 | -39
CCNc1nc(NCC)nc(N(C)n2cnnc2)n1 | -7 | 1 | 14 | -8 | -3 | 2 | -5 | -0.8 | 10 | -16
O=C(CSCc1ccc(Cl)cc1)Nc1ccc(S(=O)(=O)N2CCCCCC2)cc1 | 1 | 10 | 11 | -4 | 1 | -1 | 3 | -0.2 | -3 | -10
CC(C)(Oc1ccc(Br)cc1Cl)C(=O)Nc1ccon1 | 15 | 8 | 0 | -8 | 8 | 1 | 2 | -0.1 | -15 | -19
Cc1cc(-c2cc(C(=O)NCc3ccccc3)on2)nc(S(C)(=O)=O)n1 | 0 | 20 | -2 | x | x | 5 | 20 | 0.4 | -23 | x
Cc1c(C#N)c(O)n(CCO)c(=O)c1N=Nc1ccc(S(N)(=O)=O)cc1 | -3 | 2 | 17 | -3 | 9 | -12 | 1 | -0.5 | -11 | -6
CC(C)(C)c1ccc(C(=O)NCc2ccccc2)cc1 | 4 | 30 | 10 | 2 | 0 | 1 | 12 | 4.7 | -88 | -46
Cc1cc(/C=C2\SC(=S)N(C)C2=O)c(C)n1-c1ccc(O)cc1 | 65* | -51 | 15 | 0 | 60* | 1 | -52* | -3.6 | 50 | -110
O=C(c1ccc(NS(=O)(=O)c2ccc(Cl)cc2)cc1)N1CCOCC1 | 0 | -15 | 29 | 5 | -1 | 0 | -6 | -0.5 | -6 | 9
CCCCc1nnc(NC(=O)CN2C(=O)NC3(CCCCC3)C2=O)s1 | 4 | 2 | 21 | -1 | -3 | 10 | 0 | -0.3 | 10 | -14
CC(C)(C#N)Nn1cnnc1 | 1 | 21 | 2 | -1 | 3 | -38 | -8 | -0.1 | -16 | -29
CCOC(=O)c1ccc(NC(=S)NCc2cccnc2)cc1 | x | 3 | 55 | 5 | 6 | 1 | 0 | -0.4 | -5 | 2
Cc1c(CCC(=O)O)c(=O)oc2c(C)c3occ(-c4ccc(Br)cc4)c3cc12 | 46 | -11 | 52 | -6 | 0 | 1 | 0 | -0.2 | -27 | -39

Whole records, looked up by structure. Order of values: SKKanGAS inh	HSF1 activator	AI-2 QS modul	IEC-6 tox	HSP90 inh	Platelet DG rel	HSF1 inh	HIF activator	aSyn UTR inh	KLF5 inh
O=C(N/N=C/C=C/c1ccc2c(c1)OCO2)C(O)c1ccccc1 (stereo unspecified) as listed: -6	18	-13	9	1	-4	3	0.4	-19	-32
Cc1ccc(-n2nc(-c3ccco3)cc2C(=O)O)cc1 as listed: -3	13	32	-25	1	1	-6	-0.3	-11	-13

Further entries follow.
SMILES | SKKanGAS inh | HSF1 activator | AI-2 QS modul | IEC-6 tox | HSP90 inh | Platelet DG rel | HSF1 inh | HIF activator | aSyn UTR inh | KLF5 inh
CCOc1ccc(NC(=O)N2CCC(NC(=O)c3ccco3)CC2)cc1 | -2 | -9 | 29 | -1 | 2 | -1 | -4 | -0.3 | 8 | 10
O=C(COc1ccc(/C=N/NC(=O)c2ccncc2)cc1)Nc1ccccc1 | 0 | -23 | 10 | 3 | -1 | 1 | -5 | 0.1 | -72 | -30
O=C(CN1CCCCCCC1)Nc1ccc(Cl)cc1Cl | 1 | 17 | 19 | -3 | 1 | 9 | -5 | 0.0 | -23 | -23
Cc1cccc(N(C)c2cc(C)nc3nc(C)nn23)c1 | -1 | -6 | 10 | 4 | -4 | 0 | -1 | 0.4 | -17 | -16
O=C(C[n+]1cccc(CNC(=O)c2ccc(OC(F)F)cc2)c1)Nc1ccccc1Cl | 0 | -1 | 10 | -8 | 0 | 14 | 0 | -0.3 | 0 | -24
O=C(Cc1ccccc1)NCC(=O)Nc1ccc(OC(F)(F)F)cc1 | -4 | -4 | 20 | -5 | -3 | 3 | -5 | -0.4 | -5 | -25
Cc1sc(NC(=O)c2cccnc2)nc1-c1ccccc1 | 0 | 20 | 14 | 2 | 2 | -18 | 6 | 0.8 | -19 | -22
CCOCC(=O)N1CCCC(C(=O)OCC)C1 (stereo unspecified) | -5 | -2 | 6 | -5 | -2 | 4 | -8 | -0.2 | 2 | -2
O=C(CSc1nnnn1-c1ccc(F)cc1)NC1CCCCC1 | 5 | 2 | 18 | 4 | -1 | 2 | -2 | -1.0 | 12 | 7
O=C1c2cccc3cccc(c23)C(=O)N1Cc1cccnc1 | -2 | 16 | 11 | 4 | 4 | -6 | -4 | 0.2 | 14 | 9
C1CN(c2nc3nonc3nc2N2CCSCC2)CCO1 | 16 | -16 | 11 | 1 | -1 | -3 | 5 | -0.4 | -4 | -16
O=C1CC(c2ccccc2)CC(O)=C1C=NCc1ccncc1 (stereo unspecified) | -18 | 11 | -25 | 8 | -1 | -9 | 0 | 0.2 | 1 | -17
COc1cccc(-n2cc(C(=O)NCCCOC(C)C)c3ccccc3c2=O)c1 | 0 | -37 | 12 | 4 | -4 | -6 | -26 | 0.7 | 12 | -47
C(=N\Nc1nn[nH]n1)/c1ccccc1 | 0 | -11 | 24 | -4 | 5 | -8 | -8 | -0.3 | 0 | -34
Cc1ccc2c(c1)Oc1ccccc1C=C2C(=O)O | 0 | -13 | 1 | 3 | -1 | 4 | -5 | 0.0 | 5 | -32
CC(C)Oc1cccc(C(=O)C2CCCN(S(C)(=O)=O)C2)c1 (stereo unspecified) | -5 | 0 | 11 | -8 | -1 | 8 | 4 | 0.7 | 14 | -1
Cc1ccc(NC(=S)N2CCN(C)CC2)c(C)c1 | 8 | -2 | 22 | 8 | 2 | -2 | -1 | 0.9 | -8 | 16
Cc1ccccc1NS(=O)(=O)c1ccc(C(=O)N2CCCCCC2)cc1 | -3 | -8 | 6 | x | x | -3 | 2 | -11 | 8 | x
C#CCOC(=O)Nc1cc(C)n(-c2ccccc2)n1 | -2 | 2 | 9 | -3 | 2 | -6 | 3 | 0.2 | 4 | -15
